ERa coact inh – ERα–SRC-1 coactivator interaction inhibitors, primary screen, biochemical, TR-FRET, ERα LBD, estradiol-bound | TR-FRET ER-alpha LBD / SRC-1 peptide | 86,000 tested, 1.7% active | Estrogen receptor (Homo sapiens), P03372 | inhibition, % at 25.6 µM; in the data active = inhibition above about 50%;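 also: 0% = receptor plus peptide control and 100% = peptide only without receptor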
Target sequence (P03372 whole entry, looked up, the tested form may be a part): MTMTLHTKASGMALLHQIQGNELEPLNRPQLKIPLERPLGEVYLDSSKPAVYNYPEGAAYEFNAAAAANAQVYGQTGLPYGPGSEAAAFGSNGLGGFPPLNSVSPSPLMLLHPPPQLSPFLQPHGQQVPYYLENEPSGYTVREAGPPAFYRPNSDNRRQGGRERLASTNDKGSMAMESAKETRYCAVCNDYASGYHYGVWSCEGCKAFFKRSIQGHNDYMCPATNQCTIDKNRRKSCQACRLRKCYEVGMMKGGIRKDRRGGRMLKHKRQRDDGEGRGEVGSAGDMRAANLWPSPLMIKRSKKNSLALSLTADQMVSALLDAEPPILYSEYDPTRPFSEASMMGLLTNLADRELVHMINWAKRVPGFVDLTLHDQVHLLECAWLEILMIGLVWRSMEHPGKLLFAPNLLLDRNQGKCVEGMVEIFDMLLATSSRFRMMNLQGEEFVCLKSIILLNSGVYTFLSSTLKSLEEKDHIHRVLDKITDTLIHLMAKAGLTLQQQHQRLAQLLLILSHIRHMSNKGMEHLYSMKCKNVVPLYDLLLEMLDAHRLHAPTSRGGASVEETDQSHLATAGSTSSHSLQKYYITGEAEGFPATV
Mac1 fbg enh – enhancers of CD11b/CD18 adhesion to fibrinogen, primary screen, K562 cells, luminescence. ATPlite luminescence. Integrin beta-2 (Homo sapiens) + Integrin alpha-M (Homo sapiens), P05107+P11215. activation, % at 10 µM. 93,000 tested, 0.07% active;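 active = 10 µM primary screen giving 50% or more activity, confirmed by 40% or more on retest at that dose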; also: strong numbers were not always called active; reference of the scale not given here
CD11b adhes inh – inhibitors of CD11b/CD18 adhesion to fibrinogen, primary screen, K562 cells, luminescence. ATPlite luminescence; Mn2+ added to activate the integrin. inhibition, % at 10 µM. AID 1497, 2009. 93,000 tested, 0.54% active;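 active = primary inhibition of 50% or more at 10 µM, then 40% or more on retest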; also: some results filed as inactive read as strong as hits
FAK inh – FAK kinase inhibitors, primary screen, biochemical; biochemical FAK kinase activity assay; inhibition, %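 (tested at 7 µM)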; AID 727, 2007; 97,000 tested, 0.84% active; Focal adhesion kinase 1 (Homo sapiens), Q05397; in the data active = inhibition above about 19%;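 also: 0% = DMSO and 100% = reference compound high control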
ERb SRC1 inh – inhibitors of ERβ-SRC1 coactivator interaction, primary screen, biochemical, TR-FRET, ERβ LBD, SRC-1 peptide; inhibition, % at 25.6 µM; 86,000 tested, 1.3% active; Estrogen receptor beta (Homo sapiens), Q92731; TR-FRET ER-beta LBD / SRC1-Cy5 peptide binding; receptor agonist-loaded with 1 µM estradiol; AID 633, 2007;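 active = compounds whose percent inhibition of the receptor-coactivator binding signal exceeds about 50% in the single-dose screen, limit read from the data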;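 also: 0% = receptor plus peptide wells without compound and 100% = peptide-only wells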
PLAP act – PLAP enzyme activators, biochemical, luminescence, HTS. Alkaline phosphatase, placental type (Homo sapiens), P05187. activation fold at 20 µM. purified PLAP enzyme, luminescent substrate read-out; active compounds read high. 96,000 tested, 1.2% active; in the data active = activation fold above about 2
Target sequence (P05187 whole entry, looked up): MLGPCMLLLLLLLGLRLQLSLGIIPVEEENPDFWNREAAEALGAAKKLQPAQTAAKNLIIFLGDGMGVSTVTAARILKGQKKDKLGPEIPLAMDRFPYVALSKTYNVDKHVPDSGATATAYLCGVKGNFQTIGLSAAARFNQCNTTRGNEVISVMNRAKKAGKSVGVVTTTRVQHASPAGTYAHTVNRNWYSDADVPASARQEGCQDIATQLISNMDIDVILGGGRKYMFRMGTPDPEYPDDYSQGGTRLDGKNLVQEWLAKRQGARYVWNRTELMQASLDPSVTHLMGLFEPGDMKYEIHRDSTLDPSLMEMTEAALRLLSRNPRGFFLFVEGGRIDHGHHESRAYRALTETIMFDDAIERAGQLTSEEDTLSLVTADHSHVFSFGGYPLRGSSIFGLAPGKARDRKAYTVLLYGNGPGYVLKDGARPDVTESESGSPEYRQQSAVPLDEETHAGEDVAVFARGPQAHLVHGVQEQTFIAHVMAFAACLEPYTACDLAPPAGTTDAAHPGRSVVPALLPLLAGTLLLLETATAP
MT1-MMP txn act – MT1-MMP promoter reporter activation – cell-based, luciferase luminescence, primary screen. HT1080 MT1-MMP promoter luciferase reporter, overnight; active compounds read high. activation factor at 10 µM. 86,000 tested, 0.16% active;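 active = activation factor of at least 2 for MT1-MMP transcription at 10 µM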
ERa coact pot – enhancers of ERα–SRC-1 coactivator binding, primary screen, biochemical, TR-FRET, ERα LBD, low estradiol. AID 639, 2007. TR-FRET ERalpha-LBD/SRC-Cy5 coactivator binding, 2 h; 100 = basal binding, no effect. coactivator binding (% of control), % at 25.6 µM. Estrogen receptor (Homo sapiens), P03372. 86,000 tested, 1.3% active; in the data active = activity above about 200%;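 also: binding measured in presence of low estradiol as agonist stimulus; 0% = peptide alone without receptor and 100% = receptor with peptide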
Ecoli WT expand – growth inhibitors of wild-type E. coli, primary screen, strain BW25113, expanded library, OD600; OD600 absorbance; growth inhibition, % at 100 µM; 98,000 tested, 0.15% active;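 active = growth inhibition above about 50% at one test dose, limit read from the data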;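 also: growth measured after 20 h incubation at 37 °C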
Active calls of the source: *; nt = no result given; [ ] = dose if it differs, or a comment.

SMILES	ERa coact inh	Mac1 fbg enh	CD11b adhes inh	FAK inh	ERb SRC1 inh	PLAP act	MT1-MMP txn act	ERa coact pot	Ecoli WT expand
COC(=O)c1ccc(Cn2nc(C(F)(F)F)cc2C)cc1	-5	-1	10	-5	0	1.2	1	109	10
O=S(=O)(c1cccc2nsnc12)N1CCCC1	6	nt	nt	2	-9[fluorescence artefact?]	nt	1.2	102	2
COCCCNC(=O)CNC(=S)N(Cc1ccc(F)cc1)C1CCCCC1	-8	-4	-6	4	-2	1.4	1.2	91	5
CCCCCn1c(=O)c(-c2nc3ccccc3c(=O)[nH]2)c(O)c2ccccc21	41[fluorescence artefact?]	0	-53	-3	19	0.9	1.3	119	-2
O=c1c2c(nc3c(-c4cccc(Br)c4)c[nH]n13)CCCC2	10[fluorescence artefact?]	-8	-2	-2	6[fluorescence artefact?]	0.9	1.1	113[fluorescence artefact?]	-2
CC(C)(C)NC(=O)CSc1ccc(C(C)(C)C)cc1	-9	nt	nt	-3	-3	nt	1.2	90	nt
N=c1n(CCOc2ccccc2)c2ccccc2n1CCN1CCOCC1	-6	0	-9	0	-2	1.3	1.1	106	-1
COc1cccc(CNCC(O)(c2ccc(Cl)cc2)c2ccc(Cl)cc2)c1	nt	2	-1	2	nt	0.8	nt	nt	9
CCCCC(=O)Nc1ccc(NC(=O)C2CC2)nc1	-4	nt	nt	3	-5	nt	1.1	120[fluorescence artefact?]	2
CC12COC3(C(=O)Nc4nccs4)CC1CCC32C (stereo unspecified)	-2	nt	nt	-1	-12	1	1.1	108[fluorescence artefact?]	-2
CCOC(=O)c1ccc(NC(=O)CCn2nnc3ccccc32)cc1	-19	nt	nt	-1	-9	nt	1.2	98	nt
COc1ccccc1N1CCN(C(=O)C(Cc2ccccc2)NC(=O)C2CCCCC2)CC1 (stereo unspecified)	-2	-2	-21	-1	-8	1.7	1.4	119	1
Cc1ccc(Cl)cc1N1CCN(C(=O)c2ccc(NS(=O)(=O)c3c(C)noc3C)cc2)CC1	nt	-2	21	-2	nt	1.5	1	nt	-19
Cc1ccc(-n2nc(C(=O)N3CCN(C)CC3)c3c4ccccc4n(C)c3c2=O)cc1	11	nt	nt	-3	20	nt	1.1	87	nt
COCC(=O)N(Cc1cc2cc(OC)ccc2[nH]c1=O)c1ccccc1	1	nt	nt	1	11	1.1	1.2	111	0
S=C(NN=C(C1CC1)C1CC1)Nc1ccccc1	-5	nt	nt	0	-8	nt	1.1	101	nt
Cn1c(=O)c2c(nc(Oc3ccccn3)n2C)n(C)c1=O	2[fluorescence artefact?]	-2	4	nt	2[fluorescence artefact?]	1.1	1.2	109	nt
O=C(Oc1ccccc1)c1cccc(COC(=O)c2cnccn2)c1	-7	-7	8	1	-7	0.8	1.2	87	5
COc1ccc(S(=O)(=O)N2CCN(Cc3ccc4c(c3)OCO4)CC2)c2ccccc12	-5	12	1	0	-12[fluorescence artefact?]	1.2	1.2	105	-4
O=C(CCC(=O)c1cccs1)c1cccs1	-9	nt	nt	-1	-10	nt	1	114	nt
Clc1ccc2[nH]c3c(NCC4CCCO4)ncnc3c2c1 (stereo unspecified)	11	-5	44	22*	5[fluorescence artefact?]	1.3	1.4	108	38
COc1ccccc1-c1cc(C(F)(F)F)nc(NCc2ccco2)n1	20	nt	nt	2	28[fluorescence artefact?]	1.1	1	92[fluorescence artefact?]	4
COCCn1c(CN2CCN(c3ccccc3F)CC2)nc2c1c(=O)n(C)c(=O)n2C	-7	nt	nt	nt	-1	nt	1.1	95	nt
COc1ccc(N2CCN(C(=O)c3ccc(NS(=O)(=O)c4ccccc4)cc3)CC2)cc1	-5[fluorescence artefact?]	nt	nt	5	6[fluorescence artefact?]	nt	1.2	104	-10
CCOC(=O)CN1C(=O)C(CC)Oc2ccccc21 (stereo unspecified)	nt	4	3	-1	nt	0.9	1.1	nt	1
O=C(O)c1ccc(S(=O)(=O)Cc2ccccc2)cc1	-6	3	-16	2	-5[fluorescence artefact?]	1.2	1	126	-1
COc1ccc(C(CC(=O)O)NS(=O)(=O)c2ccc(C)cc2)cc1OC (stereo unspecified)	4[fluorescence artefact?]	0	11	-4	-5[fluorescence artefact?]	1	1.1	143[fluorescence artefact?]	8
CC1(C)CC(CC(=O)NC(=S)Nc2ccc([N+](=O)[O-])cc2)C(=O)O1 (stereo unspecified)	-3	nt	nt	-6	-5	1.1	1.1	115	1
CCN1C(=O)c2cccc3c(S(=O)(=O)Nc4ccccn4)ccc1c23	-1	nt	nt	1	-1	1.2	1.6	108	1
Cn1c(CN2CCCC2)nc2cc(NC(=O)COc3ccccc3)ccc21	nt	-3	-3	-7	nt	0.9	nt	nt	11
c1ccc(CNc2nc3ccccc3n3cnnc23)nc1	-12	-2	5	2	-10	0.9	1	114	4
CCn1cc(C(=O)NCC(=O)OC)c2cc(OC)c(OC)cc2c1=O	9	nt	nt	0	8	1.1	1	89	8
COc1ccc2ccc3c(c2c1)N=C[C@]1(O3)N(C)c2ccccc2C1(C)C	4	nt	nt	6	5	0.9	1	112	2
COCCCNCCOCCOc1c(OC)cccc1OC	nt	0	11	-2	nt	1.3	1	nt	1
CCN(Cc1ccccc1)C(c1cccc(C#N)c1)c1nnnn1C(C)(C)C (stereo unspecified)	-26	-4	3	2	-1	1.5	1.2	136	-8
CC(=O)c1cc2c(cc1NC(=O)CCCC(=O)O)OCO2	-13	nt	nt	0	8	0.9	1.6	99	-9
c1cc(C(c2nnnn2C2CCCC2)N2CCOCC2)ccn1 (stereo unspecified)	-5[fluorescence artefact?]	1	7	2	-2[fluorescence artefact?]	1.1	1	184	-5
Cn1nc(-c2ccccc2)c(C(O)c2ccccc2C(F)(F)F)c1Cl (stereo unspecified)	nt	2	0	1	nt	1.1	nt	nt	8
Nc1ccc(CC2SC(=O)NC2=O)cc1 (stereo unspecified)	1	-4	-2	-1	-7[fluorescence artefact?]	1.2	1.2	99	-14
CC1CC(=O)C2=C(C1)Nc1ccccc1N(C(=O)COc1ccccc1)C2c1ccco1 (stereo unspecified)	6	-3	1	2	1[fluorescence artefact?]	1	1.1	92	0
CCn1c(SCC(=O)Nc2cc(C)on2)nc2c1c(=O)n(C)c(=O)n2C	15	-2	-19	-5	2[fluorescence artefact?]	0.8	1	79	-3
c1ccc(-c2cc(-c3nnc4sc(-c5ccccn5)nn34)[nH]n2)cc1	54*[fluorescence artefact?]	2	-4	2	38	1.1	1.1	141	-15
CCOC(=O)c1ccc(NC(=O)CCc2nc(-c3ccccc3)no2)cc1	8	-8	7	nt	6[fluorescence artefact?]	0.8	1.2	100[fluorescence artefact?]	2
COC(=O)C(NC(=O)c1ccccc1)=C(C)C	6[fluorescence artefact?]	-4	0	10	5[fluorescence artefact?]	0.9	1.4	91	1
O=C(CN(c1ccc2c(c1)OCCO2)S(=O)(=O)c1ccccc1)NCC1CCCO1 (stereo unspecified)	-3	1	19	0	-6	1.8	1.1	112[fluorescence artefact?]	3

Full records, looked up by structure. Order of screens: ERa coact inh	Mac1 fbg enh	CD11b adhes inh	FAK inh	ERb SRC1 inh	PLAP act	MT1-MMP txn act	ERa coact pot	Ecoli WT expand
`CC1(C)CC(CC(=O)NC(=S)Nc2ccc([N+](=O)[O-])cc2)C(=O)O1` (stereo unspecified) in the list: -3	nt	nt	-6	-5	1.1	1.1	115	1
`COCCCNC(=O)CNC(=S)N(Cc1ccc(F)cc1)C1CCCCC1` in the list: -8	-4	-6	4	-2	1.4	1.2	91	5
`CC(C)(C)NC(=O)CSc1ccc(C(C)(C)C)cc1` in the list: -9	nt	nt	-3	-3	nt	1.2	90	nt
`Cn1c(=O)c2c(nc(Oc3ccccn3)n2C)n(C)c1=O` in the list: 2[fluorescence artefact?]	-2	4	nt	2[fluorescence artefact?]	1.1	1.2	109	nt
`CCn1c(SCC(=O)Nc2cc(C)on2)nc2c1c(=O)n(C)c(=O)n2C` in the list: 15	-2	-19	-5	2[fluorescence artefact?]	0.8	1	79	-3

More entries follow:
SMILES	ERa coact inh	Mac1 fbg enh	CD11b adhes inh	FAK inh	ERb SRC1 inh	PLAP act	MT1-MMP txn act	ERa coact pot	Ecoli WT expand
CCCCCOC(=O)C1=C(C)Nc2ncnn2C1c1cccs1 (stereo unspecified)	2	-1	4	2	1	0.9	nt	101	3
CCN(CC)CCNC(=O)c1cc2c(-c3ccc(Cl)cc3)nn(C)c2s1	11	36	3	4	-8	1.6	1.2	89	7
Cc1ccc(CN2C(=O)CCC2C(=O)N2CCN(c3ccc(F)cc3)CC2)cc1 (stereo unspecified)	-5	nt	nt	-2	6	1.3	1.1	114	0
CCn1ccc(C(=O)Nc2ccc(N(C)C(C)=O)cc2)n1	0	-4	-1	-6	-10	1.1	1.5	117	-5
CN(C)C(=O)c1c(-c2ccccc2)oc2ccc(O)cc12	-4	-2	0	nt	-9	1.1	1	129	11
OCCN1CCN(C(=S)c2ccc(Cl)cc2)CC1	-21	nt	nt	-1	-19	1	1.3	94	10
COc1cc2c(cc1NC(=O)C(C)N1CCN(S(=O)(=O)c3ccccc3[N+](=O)[O-])CC1)oc1ccccc12 (stereo unspecified)	nt	31	6	1	nt	1.5	nt	nt	2
CC1(c2ccc(OC(F)F)cc2)NC(=O)N(CC(=O)Nc2ccc3c(c2)OCO3)C1=O (stereo unspecified)	4	3	6	0	2	0.8	1.2	92	-2
CCCN(Cc1cc2ccc(C)cc2[nH]c1=O)S(=O)(=O)c1ccccc1	8	-2	-4	2	-2	1.1	1	88	3
O=C(CSc1nc2ccccc2s1)NCCCN1CCOCC1	-6	-2	0	-3	-11	1	1.1	104	8
Cc1cc(C(=O)CN2C(=O)c3cccc(N)c3C2=O)c(C)n1Cc1cccs1	nt	0	17	0	nt	1.3	nt	nt	-7
COc1cccc(C(=O)NCCC2=CCCCC2)c1OC	-4	0	6	-1	0	1	1.4	96	-3
O=C(Nc1ccncc1)C1COc2ccccc2O1 (stereo unspecified)	-3	-2	-6	-2	-10	1.1	1.1	110	9
CCS(=O)(=O)N1CCN(Cc2ccccc2OC)CC1	nt	1	-9	0	nt	1.2	1.1	nt	-1
O=C(Cc1ccccc1)Nc1ccc(N2CCCC2)cc1	30	7	3	30*	28	1.5	1.5	38[fluorescence artefact?]	-8
CCN(CC)c1ccc(NC(=O)CN2CCN(c3ccc(F)cc3)CC2)cc1	-11	1	0	3	-4	1.5	1.1	109	2
O=C(NCc1ccccc1)c1cc(-c2cccs2)on1	3	-1	2	0	1	1.2	1.2	160	6
CC(c1nnc(SCC(=O)c2c(N)n(C)c(=O)n(C)c2=O)n1-c1ccc(Cl)cc1)N(C)C (stereo unspecified)	14[fluorescence artefact?]	-2	16	4	3	1.8	1.2	111	0
O=P(c1ccccc1)(c1ccccc1)C(c1ccco1)N1CCOCC1 (stereo unspecified)	4[fluorescence artefact?]	1	5	-9	-2[fluorescence artefact?]	1.1	1.2	119[fluorescence artefact?]	3
CSc1nc(Sc2ccccc2Cl)c2ccccc2n1	nt	0	30	-9	nt	1	nt	nt	-3
Cc1cc(OC(=O)c2c(Cl)cc(Cl)cc2Cl)nc(C)n1	nt	0	-2	-2	nt	1	nt	nt	-2
CCCNC(=O)CCC(NS(=O)(=O)c1ccc(C)cc1)C(=O)NCCC (stereo unspecified)	27	8	-18	0	20	0.9	1	102	-3
CCn1ncc(CNC(=O)CCSc2nc(-c3ccco3)cc(C(F)(F)F)n2)c1C	-27	nt	nt	-3	-17	nt	1.1	90	nt
O=C(NCCN1CCCCC1)c1ccco1	-16	nt	nt	1	-20[fluorescence artefact?]	nt	1.2	100	nt
Cc1ccc(-n2c(SCn3nnc4ccccc4c3=O)nnc2-c2cccnc2)c(C)c1	87*[fluorescence artefact?]	4	16	nt	48[fluorescence artefact?]	1.5	1	36[fluorescence artefact?]	3
